D2 ag: D2 dopamine receptor (human) agonism; P14416; HEK293 T-REx D2 cells, calcium flux agonist mode; activation, % at 2 µM; hit rate 0.53% among 340,000; AID 485358;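 active = activation over 3 SD above normal in the single-dose calcium agonist read, cut at about 30% in these data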; also: 0% is about no effect
Target sequence (P14416 whole entry, looked up): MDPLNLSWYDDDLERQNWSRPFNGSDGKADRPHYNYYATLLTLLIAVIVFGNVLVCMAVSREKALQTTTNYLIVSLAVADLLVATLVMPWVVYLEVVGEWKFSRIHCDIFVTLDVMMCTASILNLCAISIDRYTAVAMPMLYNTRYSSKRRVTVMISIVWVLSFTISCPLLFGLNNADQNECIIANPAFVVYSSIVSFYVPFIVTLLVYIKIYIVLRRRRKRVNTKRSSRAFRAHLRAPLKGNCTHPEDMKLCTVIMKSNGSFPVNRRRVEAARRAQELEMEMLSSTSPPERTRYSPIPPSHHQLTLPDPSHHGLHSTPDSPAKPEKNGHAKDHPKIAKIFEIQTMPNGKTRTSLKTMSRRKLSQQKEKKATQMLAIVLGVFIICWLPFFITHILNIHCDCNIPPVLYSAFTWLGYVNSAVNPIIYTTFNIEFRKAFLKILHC
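Tetracycline-induced HEK293 Trex cells with D2 receptor force-coupled to calcium signaling, plated overnight at 30 C and loaded with no-wash calcium dye. Calcium flux read kinetically for 180 s after compound addition; responses flag agonists.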
TRHR agonist: activates the human TRH receptor | TRHR cells, calcium flux fluo-8, FDSS agonist mode | activation, % at 2 µM | AID 493084 | hit rate 0.18% among 360,000; also: 0% is about no effect
Target sequence (P34981 whole entry, looked up): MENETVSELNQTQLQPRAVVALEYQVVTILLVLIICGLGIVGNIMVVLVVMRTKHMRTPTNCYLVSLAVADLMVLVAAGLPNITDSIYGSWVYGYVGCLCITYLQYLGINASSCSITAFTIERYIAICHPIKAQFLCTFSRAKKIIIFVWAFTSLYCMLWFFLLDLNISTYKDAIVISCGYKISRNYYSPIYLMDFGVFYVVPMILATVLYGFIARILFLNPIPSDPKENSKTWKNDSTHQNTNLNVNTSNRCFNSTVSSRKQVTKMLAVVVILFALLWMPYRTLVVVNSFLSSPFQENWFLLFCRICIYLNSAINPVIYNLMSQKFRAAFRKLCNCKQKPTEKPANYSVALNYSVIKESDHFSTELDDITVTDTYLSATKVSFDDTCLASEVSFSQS
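Agonist-mode FDSS calcium read (Ex 480/Em 530, 1 s cycles) in 1536-well TRHR cells with fluo-8 dye, after 10-cycle baseline and 23 nL compound addition; TRH at EC20 (10 nM final) added afterwards for the enhancer phase.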
D1 antagonist: antagonists of human D1 dopamine receptor | activity change, negative = inhibition, % at 10 µM | HEK293 TREx D1 cells, calcium flux, dopamine EC80; stronger effect = lower value | AID 504652 | hit rate 3.2% among 360,000 | P21728; in the data active = activity change below about -30%; also: % is scaled to controls: 0 for no effect and ±100 for the full control effect
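Allosteric or orthosteric antagonism assessed as attenuation of the calcium response to EC80 dopamine, added 180 s after compound, in induced HEK293 Trex D1 cells loaded with no-wash calcium dye.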
TRHR enhancer: allosterically enhances the human TRH receptor | TRHR cells, fluo-8 calcium fluorescence, EC20 TRH enhancement | enhancement, % at 2 µM | hit rate 0.66% among 360,000; in the data active = enhancement above about 30%; also: 0% is about no effect
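Enhancer read-out: after compound pinning and an initial kinetic agonist-mode read, an EC20 of TRH (10 nM final) was injected and fluo-8 calcium signal (Ex 480/Em 530) followed at 1 s/cycle for 100 cycles in TRHR-expressing cells.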
RXFP1 antag: antagonists of human relaxin receptor RXFP1. Q9HBX9. HEK293-RXFP1, relaxin-stimulated cAMP HTRF, 30 min; stronger effect = lower value. activity change, negative = inhibition, % at 57.5 µM. hit rate 0.59% among 350,000. AID 1259400;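 active = activity change of -60% or lower, but not beyond a set lower limit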; also: % is scaled to controls: 0 for no effect and ±100 for the full control effect
D1 PAM: enhances dopamine response at the human D1 receptor; P21728; HEK293 TREx D1 cells, calcium flux, dopamine EC20 potentiation; potentiation, % at 10 µM; hit rate 0.036% among 360,000; in the data active = potentiation above about 30%; also: 0% is about no effect
D2 antagonist: antagonists of human D2 dopamine receptor; HEK293 TREx D2 cells, calcium flux, dopamine EC80; inhibition, % at 10 µM; P14416; hit rate 2% among 340,000; AID 485344; in the data active = inhibition above about 30%; also: 0% is about no effect
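Tetracycline-induced HEK293 T-REx cells expressing D2 force-coupled to calcium signalling were dye-loaded, exposed to compound for 180 s, then challenged with an EC80 of dopamine; calcium flux was followed kinetically for a further 180 s.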
D1 ag: human D1 receptor agonism. P21728. HEK293 T-REx D1 cells, calcium flux, agonist mode. activation, % at 2 µM. hit rate 1% among 360,000. AID 504660; also: 0% is about no effect
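Inducible HEK293 T-REx D1 cells, force-coupled to calcium signalling, were plated at 4000 cells/well with tetracycline and held overnight at 30 C. After no-wash calcium dye loading, compound-evoked calcium rise over 180 s flagged agonists.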
D2 potentiator: positively modulates the human D2 dopamine receptor allosterically; HEK293 T-REx D2, calcium flux, EC20 dopamine potentiation; hit rate 0.34% among 340,000; potentiation, % at 10 µM; P14416;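 active = potentiation over 3 SD above the plate norm, cut at about 30% in these data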; also: 0% is about no effect
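Potentiation of an EC20 dopamine calcium response is measured in a force-coupled, tetracycline-inducible Hek293 Trex D2 line. Compound-only kinetic reads over 180 s flag agonists before dopamine addition.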
* hit, by the source's call; . = not tested or not shown; & = joins results of further samples. Rule as the data show it, unless noted: active = activation above about 30%; inactive = the rest. Random draw from the library. Share with any hit: about 7.3%.

SMILES	D2 ag	TRHR agonist	D1 antagonist	TRHR enhancer	RXFP1 antag	D1 PAM	D2 antagonist	D1 ag	D2 potentiator
Cc1ccc(C(=O)N2CCN(c3ccc(NC(=O)c4cccs4)cc3)CC2)cc1	-1.6	-0.7	1	2	-12	-6	-10	0	-2
CN(C(=O)CSc1nc(N)c2c3c(sc2n1)CSC(C)(C)C3)c1ccccc1	-1.1	1.0	11	18	-4	-4	7	3	19
Nc1ccc(N2CCN(CCCCN3C(=O)C4CCCN4C3=O)CC2)cc1 (stereo not drawn)	63*	0.0	5	0	2	-11	42*	4	-17
CCCc1nc2nc(C)c(NS(=O)(=O)c3ccc(C4CCCCC4)cc3)c(=O)n2[nH]1	-1.0	0.0	11	2	-5	6	3	-2	-6
COc1ccc(C(=O)N2CC(=O)Nc3ccc(F)cc3C2c2ccc(F)cc2)c(OC)c1 (stereo not drawn)	2.4	2.4	6	-1	-10	0	.	11	3
COc1ccc(N2CCN(CCNC(=O)Nc3ccc(C)cc3Cl)CC2)cc1	-0.4	-1.2	0	4	-8	-3	-4	0	-8
CCC1=NN(C(=O)Cc2ccc(OC)cc2)C(O)(C(F)(F)F)C1 (stereo not drawn)	-1.7	-0.3	9	3	16	4	3	1	-9
O=C(NCC(c1ccc(F)cc1)N1CCOCC1)c1cccnc1Sc1ccc(Cl)cc1 (stereo not drawn)	0.6	0.7	-2	-5	-10	3	4	1	10
CCOc1ccc(N(C)C(=O)CCc2nnc3ccc(N4CCOCC4)nn23)cc1	0.0	0.5	-30	-3	12	0	-1	1	-3
CCC1CCCCN1C(=O)Cn1c(=O)oc2cc(S(=O)(=O)N3CCCCC3)ccc21 (stereo not drawn)	.	-0.3	1	-4	.	-3	.	-2	19

Brought forward from above: four entries, then new ones.
SMILES	D2 ag	TRHR agonist	D1 antagonist	TRHR enhancer	RXFP1 antag	D1 PAM	D2 antagonist	D1 ag	D2 potentiator
CCC1=NN(C(=O)Cc2ccc(OC)cc2)C(O)(C(F)(F)F)C1 (stereo not drawn)	-1.7	-0.3	9	3	16	4	3	1	-9
O=C(NCC(c1ccc(F)cc1)N1CCOCC1)c1cccnc1Sc1ccc(Cl)cc1 (stereo not drawn)	0.6	0.7	-2	-5	-10	3	4	1	10
CCOc1ccc(N(C)C(=O)CCc2nnc3ccc(N4CCOCC4)nn23)cc1	0.0	0.5	-30	-3	12	0	-1	1	-3
CCC1CCCCN1C(=O)Cn1c(=O)oc2cc(S(=O)(=O)N3CCCCC3)ccc21 (stereo not drawn)	.	-0.3	1	-4	.	-3	.	-2	19
O=C(CN(Cc1ccco1)C(=O)c1cc(=O)[nH]c2ccccc12)Nc1ccccc1Br	0.2	0.0	-4	2	6	-3	-26	0	10
CCC(C)Nc1nc(N)c([N+](=O)[O-])c(NC2CCCCC2)n1 (stereo not drawn)	0.3	0.3	2	3	15	4	3	0	9
CCc1ccc2oc(-c3ccc(NC(=O)c4cc(OC)c(OC)c(OC)c4)cc3)nc2c1	0.9	-0.4	5	29	-9	-1	.	0	-5
Cc1cc(C)n(-c2nc3ccccc3nc2Nc2ccc(N(C)C)cc2)n1	4.3	1.9	2	-7	0	2	.	12	13
CN(C)c1ncc(S(=O)(=O)c2ccc(Cl)cc2)c(-c2ccccc2)n1	0.1	-0.1	4	-3	-9	-8	5	3	-4
COc1ccc(-c2nc(CN3CCCC(C(=O)NC4CCCC4)C3)c(C)o2)cc1 (stereo not drawn)	-0.1	-0.2	-10	-3	-10	-3	-14	5	-10
COc1cccc2sc3ccc(C#CC4(N)CCCCC4)cc3c(=O)c12	0.6	0.1	-5	-1	.	0	31*	10	-4
O=C(Cn1nc(-c2ccccc2)c2ccccc2c1=O)Nc1ccc(O)cc1	.	0.0	-17	-5	-2	-6	.	1	9
Cc1ccc(CCNC(=O)CN(c2ccc(C)cc2)S(=O)(=O)c2c(C)noc2C)cc1	-2.9&0.3	0.0&-0.9	-1&7	-7&-7	-27	0&0	-2	1&3	12&11
C=CCc1cc(/C=N/NC(=O)CSc2nnc(CCCc3ccc(OC)cc3)o2)cc(OC)c1O	0.3	-1.2	-2	10	-12	-3	-4	1	13

Seven compounds from above, showing only D1 antagonist and TRHR agonist.
compound,D1 antagonist,TRHR agonist
Cc1ccc(C(=O)N2CCN(c3ccc(NC(=O)c4cccs4)cc3)CC2)cc1,1,-0.7
O=C(NCC(c1ccc(F)cc1)N1CCOCC1)c1cccnc1Sc1ccc(Cl)cc1 (stereo not drawn),-2,0.7
CCC(C)Nc1nc(N)c([N+](=O)[O-])c(NC2CCCCC2)n1 (stereo not drawn),2,0.3
C=CCc1cc(/C=N/NC(=O)CSc2nnc(CCCc3ccc(OC)cc3)o2)cc(OC)c1O,-2,-1.2
CCC1=NN(C(=O)Cc2ccc(OC)cc2)C(O)(C(F)(F)F)C1 (stereo not drawn),9,-0.3
O=C(CN(Cc1ccco1)C(=O)c1cc(=O)[nH]c2ccccc12)Nc1ccccc1Br,-4,0.0
CCCc1nc2nc(C)c(NS(=O)(=O)c3ccc(C4CCCCC4)cc3)c(=O)n2[nH]1,11,0.0

Returning to the listing; the two compounds before the break are reprinted first.
SMILES	D2 ag	TRHR agonist	D1 antagonist	TRHR enhancer	RXFP1 antag	D1 PAM	D2 antagonist	D1 ag	D2 potentiator
Cc1ccc(CCNC(=O)CN(c2ccc(C)cc2)S(=O)(=O)c2c(C)noc2C)cc1	-2.9&0.3	0.0&-0.9	-1&7	-7&-7	-27	0&0	-2	1&3	12&11
C=CCc1cc(/C=N/NC(=O)CSc2nnc(CCCc3ccc(OC)cc3)o2)cc(OC)c1O	0.3	-1.2	-2	10	-12	-3	-4	1	13
Cc1ccc(C(C(=O)NC2CCCCC2)N(CCCN2CCOCC2)C(=O)c2snc(C(N)=O)c2N)cc1 (stereo not drawn)	0.3	-0.1	1	-1	-1	5	49*	-2	-18
O=C(/C=C/c1ccco1)NCc1ccc2c(c1)OCO2	-3.4	-0.4	-10	22	0	-1	9	0	-9
CCOc1ccc(CNC(=O)c2cnc(SC)nc2CC)cc1	.	-0.2	-17	0	8	-7	.	3	9
COc1cc2c(cc1NC(=O)Nc1cccc(C)c1)oc1ccccc12	0.7	0.9	-15	-1	-10	-3	-9	2	6
COc1ccc(N(C(=O)c2snc(C(N)=O)c2N)C(C(=O)NC2CCCCC2)c2ccc(F)cc2)c(OC)c1 (stereo not drawn)	-0.5	-0.3	-19	2	-2	-5	-3	8	10
COc1ccc(CCN(C)CC(=O)Nc2cc(C)nc3ccccc23)cc1OC	1.3	-0.8	-13	1	-4	-5	10	2	-4
Cc1ccccc1OCC(=O)N/N=C/c1ccccn1	0.3	0.2	-9	4	-11	-3	9	2	-8
Cc1cc(C)nc(NS(=O)(=O)c2ccc(NC(=O)CSc3ncn[nH]3)cc2)n1	.	0.2	10	5	-5	0	.	1	.
O=C(CSCc1nc2cccnc2n1C1CCCCC1)NCc1cccc(Br)c1	0.3	-0.7	17	-3	-31	-2	.	2	-9
Cc1cccc(S(=O)(=O)c2c(N)n(/N=C/c3ccccc3)c3nc4ccccc4nc23)c1	-0.1	0.6	-13	-5	-7	2	-7	2	-6

As entered above.
TRHR enhancer result of CCOc1ccc(CNC(=O)c2cnc(SC)nc2CC)cc1 → 0
D1 ag result of Cc1ccc(C(C(=O)NC2CCCCC2)N(CCCN2CCOCC2)C(=O)c2snc(C(N)=O)c2N)cc1 (stereo not drawn) → -2

The list continues.
SMILES	D2 ag	TRHR agonist	D1 antagonist	TRHR enhancer	RXFP1 antag	D1 PAM	D2 antagonist	D1 ag	D2 potentiator
COc1ccc(C(O)P(=O)(OC(C)C)OC(C)C)cc1OC (stereo not drawn)	1.0	1.0	12	13	0	-1	-8	-2	2
CCOC(=O)NCC(C#CCN(CC)CC)N(CC)CC (stereo not drawn)	-0.4	0.0	2	2	-2	4	0	3	5
O=C(CN1C(=O)C2CCCCN2c2ccc(C(=O)N3CCCC3)cc21)NCc1ccccc1F (stereo not drawn)	-0.9	-0.5	-9	6	-3	4	.	0	10
CC(C)n1c(=N)c(C(=O)NCc2ccccc2)cc2c(=O)n3ccccc3nc21	0.3	0.9	2	-8	-9	-2	.	6	12
CC(=O)N(CCc1ccccc1C)Cc1cc2cc(C)ccc2[nH]c1=O	0.8	0.0	9	5	-7	0	2	2	-4
CCOC(=O)Cn1c(=O)oc2cc(S(=O)(=O)NC3CCCCC3)ccc21	-0.6	0.5	-13	-2	11	0	-20	9	0
CCc1ccccc1NC(=O)CN1CCN(C(=O)c2ccc(OCc3cn4ccccc4n3)cc2)CC1	-0.3	-0.2	-9	2	9	-5	-9	6	11
OC(COCC1COc2ccccc2O1)CN1CCN(c2ccccc2F)CC1 (stereo not drawn)	60*	0.3	-18	2	-1	-9	84*	11	-23
N/C(=N\OC(=O)C1CC1)c1ccc([N+](=O)[O-])s1	0.9	-0.6	5	-7	0	-3	13	1	8
Cc1ccsc1CN(C(=O)COc1ccc(Cl)cc1)C1CCS(=O)(=O)C1 (stereo not drawn)	2.0	0.4	3	-4	-10	-1	.	3	1
CCOc1cc(C(=O)NCCCn2ccnc2)cc(OCC)c1OCC	-2.0	-0.2	-11	1	-21	-6	-2	-1	9
Cc1ccc(CC(=O)Nc2ccc(S(=O)(=O)Nc3nccc(C)n3)cc2)cc1	0.0	1.4	-17	3	-1	-3	5	6	5
COc1ccc(NC(=O)C(=O)NCC(c2ccco2)N2CCc3ccccc3C2)cc1 (stereo not drawn)	0.2	-0.1	-5	7	-16	1	-3	1	-5
Cc1cc(C)n(C(=O)CCCCCCCCC(=O)n2nc(C)cc2C)n1	-0.1	-0.1	-6	4	19	-4	6	7	2
Cc1ccc(CC2C(=O)N(c3ncccn3)C(=O)C2C)cc1 (stereo not drawn)	0.1	0.2	-20	2	.	11	-18	0	0
CCCNC(=O)Cn1nc(-c2ccc(C)c(C)c2)c2cnc3ccc(OC)cc3c21	-1.0	-0.6	-4	14	2	-3	.	1	5
OC(CC#CCN1CCCC1)(c1ccccc1)c1ccccc1	.	0.6	9	-3	-11	-6	.	1	.
CCOC(=O)C1CCCN(C(=O)c2cc(-c3ccc(C)cc3)nc3ccccc23)C1 (stereo not drawn)	4.6	1.3	5	3	-24	-2	19	-1	-4
Cc1ccccc1NC(=O)COC(=O)CCc1nc2ccccc2c(=O)[nH]1	-0.8	-0.2	5	-4	-1	1	-16	1	4
COc1cccc(CNc2ncc(C(=O)Nc3cc(OC)c(OC)c(OC)c3)c(C)n2)c1	-1.3	0.5	-20	-9	-3	-2	-1	6	-7
CC(C)[C@H](NC(=O)Nc1cccc(C(F)(F)F)c1)C(=O)O	-0.5	0.1	-14	-1	-10	1	0	3	-2
Cc1nn(C)c(C)c1S(=O)(=O)NCc1cccs1	-0.3	0.2	-8	3	-9	-8	7	2	5
Cc1ccc(NC(=O)CCNS(=O)(=O)c2ccc3[nH]c(=O)oc3c2)cc1C	0.6	0.1	-15	3	-4	1	-8	1	-2

Screens from PubChem.
